CRFR2-BP antag – antagonists of CRF-binding protein/CRF-R2 receptor complex | HEK293 CRF-R2/CRF-BP, CRF-induced calcium fluorescence | inhibition, % at 11.8 µM | 0.59% of 350,000 active | AID 588475;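 active means inhibition of the ligand-induced calcium signal above about 50% at the single tested concentration, limit read from the data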
M5 PAM – CHRM5 positive allosteric modulation; CHO-K1 hM5, Fluo-8 calcium, ACh EC20 PAM; 0% = ACh EC20, 100% = ACh EC100; activation, % at 3 µM; 0.3% of 360,000 active; AID 624038;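 active means activation above the run cutoff, the mean activation of all test compounds plus 3 SD, cut at about 18% in these data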
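Probe or stimulus: acetylcholine, EC20 level; Assay system: human M5 receptor in CHO-K1 cells; Schedule: compound preincubation 140 s before EC20 acetylcholine addition; Technique: intracellular calcium via Fluo-8 fluorescence; Dosing: single-point, 3 µM nominal; Read-out basis: percent activation from peak-over-basal fluorescence ratio, scaled EC20-to-EC100 acetylcholine; Repeats: one well per compound, no replicates.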
CHRM5 agonist – CHRM5 agonism in calcium assay; CHO-K1 hM5 cells, Fluo-8 calcium fluorescence; 0% DMSO wells, 100% maximal acetylcholine response; activation, % at 3 µM; 0.19% of 360,000 active; AID 624037;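 active means activation above the run's mean over test compounds plus 3 SD, cut at about 23% in these data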;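 further: signal is peak over basal fluorescence ratio across the kinetic read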
M4 PAM – CHRM4 positive allosteric modulation | P08173 | CHO-K1 hM4/Gqi5, Fluo-8 calcium fluorescence, ACh EC20; 0% = ACh EC20, 100% = maximal ACh | activation, % at 3 µM | 0.4% of 360,000 active;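 active means activation above its plate's cutoff, the mean activation of sample wells plus 3 SD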; further: some results filed as inactive read as strong as hits
Target sequence (P08173 whole entry, looked up): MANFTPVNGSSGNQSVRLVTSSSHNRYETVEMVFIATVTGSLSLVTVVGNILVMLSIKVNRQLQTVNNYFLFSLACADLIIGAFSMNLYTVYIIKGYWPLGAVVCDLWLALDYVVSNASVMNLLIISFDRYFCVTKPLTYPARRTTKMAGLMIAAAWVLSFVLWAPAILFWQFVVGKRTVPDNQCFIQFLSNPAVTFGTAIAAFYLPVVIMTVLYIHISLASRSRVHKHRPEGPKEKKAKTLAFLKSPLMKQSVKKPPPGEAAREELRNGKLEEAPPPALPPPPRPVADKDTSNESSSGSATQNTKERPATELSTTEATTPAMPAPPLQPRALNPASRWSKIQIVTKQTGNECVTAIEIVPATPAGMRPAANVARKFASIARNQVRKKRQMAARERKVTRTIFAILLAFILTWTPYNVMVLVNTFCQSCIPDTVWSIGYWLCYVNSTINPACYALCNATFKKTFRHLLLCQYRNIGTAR
CHRM5 antagonist – CHRM5 antagonism in calcium assay; CHO-hM5 cells, Fluo-8 calcium fluorescence, ACh EC80; inhibition, % at 3 µM; 0.59% of 360,000 active; AID 624040;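 active means inhibition above a per-plate cutoff, the mean of that plate's test compounds plus 3 SD, cut at about 27% in these data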;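 further: 0% = acetylcholine EC80 with DMSO and 100% = DMSO without agonist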
M4 ag – CHRM4 agonism in calcium assay. CHO-K1 hM4/Gqi5, Fluo-8 calcium fluorescence; vehicle 0%, full acetylcholine response 100%. activation, % at 3 µM. P08173. AID 624127. 0.14% of 360,000 active;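 active means activation above the run mean over all test wells plus 3 SD, cut at about 32% in these data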;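 further: peak over basal fluorescence ratio per well then scaled between controls; 0% = DMSO wells and 100% = acetylcholine at EC100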
CHRM4 antagonist – CHRM4 antagonism in calcium assay; inhibition, % at 3 µM; CHO-hM4 cells, ACh EC80, Fluo-8 calcium fluorescence; P08173; AID 624125; 0.73% of 360,000 active;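 active means inhibition above its plate's cutoff, the mean inhibition of sample wells plus 3 SD, cut at about 27% in these data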;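 further: 0% = acetylcholine EC80 with DMSO and 100% = DMSO without agonist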
CRFBP-R2 agonist – CRF-BP/CRF-R2 complex agonism. HEK293 CRF-R2/CRF-BP, calcium dye fluorescence (FLIPR); percent of saturating CRF peptide response. activation, % at 13.2 µM. 0.46% of 350,000 active. AID 588473;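 active means activation of at least 50%, plus an integration ratio under a set limit after plate pattern correction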;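 further: plate controls were neutral control wells without compound for no effect and CRF at EC100 for full effect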
CHRM1 PAM – human CHRM1 positive allosteric modulation | P11229 | CHO-K1 hM1, Fluo-8 calcium fluorescence, ACh EC20; 0% = ACh EC20, 100% = maximal ACh | activation, % at 3 µM | 0.088% of 360,000 active | AID 588819; in the data active means activation above about 19%, passing the limit was not always enough
Target sequence (P11229 whole entry, looked up): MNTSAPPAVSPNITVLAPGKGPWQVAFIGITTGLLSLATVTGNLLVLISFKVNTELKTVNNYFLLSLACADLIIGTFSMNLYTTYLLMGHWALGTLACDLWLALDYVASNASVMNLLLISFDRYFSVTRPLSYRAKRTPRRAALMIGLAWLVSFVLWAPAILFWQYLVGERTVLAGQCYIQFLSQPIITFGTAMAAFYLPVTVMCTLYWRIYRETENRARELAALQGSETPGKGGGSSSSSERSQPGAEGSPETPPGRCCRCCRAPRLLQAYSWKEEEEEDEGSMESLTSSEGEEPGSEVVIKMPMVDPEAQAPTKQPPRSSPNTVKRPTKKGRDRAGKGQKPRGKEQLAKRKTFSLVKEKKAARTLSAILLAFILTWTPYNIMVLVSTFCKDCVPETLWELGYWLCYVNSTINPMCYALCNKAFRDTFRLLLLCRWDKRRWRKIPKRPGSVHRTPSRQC
* marks the source's active call; other numbers are inactive results; / = not tested or not shown. Random draw from the library; 2.6% or so of the library scored in one or more.

The first 6 compounds, ahead of the listing:
CRFR2-BP antag	M5 PAM	CHRM5 agonist	M4 PAM	CHRM5 antagonist	M4 ag	CHRM4 antagonist	CRFBP-R2 agonist	CHRM1 PAM	molecule
-48	2	-1	2	1	0	2	0.3	-7	Cc1cc(C)nc(SCC(=O)N/N=C/c2cccn2-c2ccc(O)cc2)n1
1	6	1	8	-1	0	-2	0.8	11	CCS(=O)(=O)n1nc(-c2ccccc2)nc1NCc1ccco1
/	-8	-1	-5	0	2	2	/	-4	CCOC(=O)C1=CCC(c2ccccc2)N(S(=O)(=O)c2ccccc2[N+](=O)[O-])C1 (configuration not stated)
8	-1	0	1	-1	2	-5	-0.9	10	C=CCSC1=C(C#N)C2(CCCCC2)C(C#N)C(=O)N1 (configuration not stated)
6	3	0	0	6	0	-13	-0.6	6	CCOCc1nnc(NC(=O)C2CCN(C(=O)C3CC(=O)N(c4ccc(C)cc4)C3)CC2)s1 (configuration not stated)
-25	-8	-5	0	-1	-1	1	-1.2	-10	COc1ccc(NC(=O)CN2CCCC(C)C2)c([N+](=O)[O-])c1 (configuration not stated)

This part in full (from the top)
CRFR2-BP antag	M5 PAM	CHRM5 agonist	M4 PAM	CHRM5 antagonist	M4 ag	CHRM4 antagonist	CRFBP-R2 agonist	CHRM1 PAM	molecule
-48	2	-1	2	1	0	2	0.3	-7	Cc1cc(C)nc(SCC(=O)N/N=C/c2cccn2-c2ccc(O)cc2)n1
1	6	1	8	-1	0	-2	0.8	11	CCS(=O)(=O)n1nc(-c2ccccc2)nc1NCc1ccco1
/	-8	-1	-5	0	2	2	/	-4	CCOC(=O)C1=CCC(c2ccccc2)N(S(=O)(=O)c2ccccc2[N+](=O)[O-])C1 (configuration not stated)
8	-1	0	1	-1	2	-5	-0.9	10	C=CCSC1=C(C#N)C2(CCCCC2)C(C#N)C(=O)N1 (configuration not stated)
6	3	0	0	6	0	-13	-0.6	6	CCOCc1nnc(NC(=O)C2CCN(C(=O)C3CC(=O)N(c4ccc(C)cc4)C3)CC2)s1 (configuration not stated)
-25	-8	-5	0	-1	-1	1	-1.2	-10	COc1ccc(NC(=O)CN2CCCC(C)C2)c([N+](=O)[O-])c1 (configuration not stated)
10	-3	-4	-2	-1	2	3	-1.7	12	COc1cc(OC)cc(C(=O)NC(=S)N(Cc2ccccc2)C(C)C)c1
9	2	1	5	4	1	-18	6.6	-1	CCCN1CC(=O)N2Cc3[nH]c4ccccc4c3C[C@H]2C1=O
-6	-4	-5	-1	11	1	-3	1.3	9	CCOc1ccc(S(=O)(=O)N2CCN(CC)CC2)cc1NC(=O)c1ccccc1F
14	-9	2	4	7	1	-2	-1.1	-4	O=C(c1ccc(COc2c(F)c(F)cc(F)c2F)o1)N1CCN(c2ccc(Cl)cc2)CC1
-8	-1	3	-5	6	0	10	-1.2	1	CN(C(=O)COC(=O)c1ccc2c(c1)OCO2)c1c(N)n(Cc2ccccc2)c(=O)[nH]c1=O
-22	3	1	10	-2	0	-21	0.1	13	Cc1cc(C)c(NS(=O)(=O)c2ccc3c(c2)NC(=O)C(C)C(=O)N3)c(C)c1 (configuration not stated)
0	0	-2	-7	2	0	-8	1.9	-2	COc1ccc(-c2cc(C)no2)cc1S(=O)(=O)N1CCOc2ccc(C)cc21
-1	-5	-7	4	2	2	-9	-2.2	3	c1ccc(CSc2nnnn2-c2cccc3ccccc23)nc1
7	-5	-4	3	6	3	0	1.1	3	O=C1CSC(c2ccccc2)N1Nc1nc(N2CCOCC2)nc(N2CCOCC2)n1 (configuration not stated)
-126	-2	-2	1	-5	0	-12	-3.3	-4	c1ccc(-c2nnc3sc(-c4cc5ccccc5o4)nn23)cc1
-5	-3	-1	-2	-4	0	-1	2.5	5	Cc1ccnc(NS(=O)(=O)c2ccc(NC(=O)c3ccc(Cl)cc3[N+](=O)[O-])cc2)n1
-41	-10	11	-7	12	14	0	-0.4	-4	CC(C)c1c(C(=O)N/N=C/C=C/c2ccccc2)nnn1-c1nonc1N
10	10	2	2	2	2	-5	-0.5	7	CCCn1c(N)c(N(CCOC)C(=O)CSc2cc(C)c3ccccc3n2)c(=O)[nH]c1=O
7	-6	0	3	-1	3	-7	-0.8	6	CC(C)C1C(=O)NC(=S)N1S(=O)(=O)c1ccc(C(C)(C)C)cc1 (configuration not stated)
2	-7	0	-4	12	5	-6	-0.3	-3	CCOC(=O)C1(Cc2cccc(Cl)c2)CCCN(C(=O)c2ccnn2C)C1 (configuration not stated)
12	-5	2	-4	8	2	3	0.5	-16	CCOC(=O)/C=C1\SCC(=O)N1CC(=O)Nc1ccc2c(c1)CCC2
10	2	0	-2	3	1	3	-2.1	0	O=[N+]([O-])c1ccc(Nc2cccc3c2[nH]c2c(-c4ccccc4)nccc23)c([N+](=O)[O-])c1
10	1	-2	2	0	0	-12	-1.0	-5	C=CCNC(=O)CN1CCC(NC(=O)c2ccco2)CC1
-16	7	0	11	1	1	-3	0.8	9	CCOC(=O)c1oc2ccccc2c1N
-1	-2	2	0	2	1	-4	-0.8	-34	CC1CCc2nn(CC(=O)N3CCc4ccccc43)cc2C1 (configuration not stated)
-2	-8	-11	-3	2	2	-2	-2.4	-7	Cc1ccc(-c2noc(CCC(=O)Nc3ccccc3N3CCN(C)CC3)n2)cc1
-155	0	-3	2	-5	4	16	98*	1	COc1ccc(N=C2NC(=O)S/C2=C\c2ccc(N(C)C)cc2)cc1
3	0	2	7	7	0	18	5.9	12	CSc1nnc(C(C)(C)C)c(=O)n1/N=C/c1ccccc1O
/	-9	-4	-8	2	1	-7	/	-20	CSc1ccc(CN2CCC(C)(Oc3ccc(F)cc3)C2)cc1 (configuration not stated)
-4	4	4	6	2	1	-4	2.3	3	CCOC(=O)[C@H](O)[C@@H](O)c1cccc([C@H](O)[C@@H](O)C(=O)OCC)c1
-6	-4	-5	3	7	0	3	0.0	5	CCOC(=O)CNC(=O)CCc1nnc2ccc(N3CCC(C)CC3)nn12
-30	-2	-4	16	1	2	-2	11	9	OC(COc1ccc2ccccc2c1)CN1CCCC1 (configuration not stated)
/	-6	-2	-1	7	1	-4	/	1	CC1(C(=O)NCc2ccc(Cl)cc2)CCN1C(=O)Cc1ccc(Cl)cc1Cl (configuration not stated)
1	-9	-2	-3	5	-1	1	5.2	0	O=C1C(Cc2ccccc2)SC(=Nc2ccccc2)N1c1ccccc1 (configuration not stated)
13	-3	-2	-8	16	1	1	-0.5	8	Cc1cccc(N2C(=O)CC(c3ccc(F)cc3)C3=C2COC3=O)c1 (configuration not stated)
21	-3	3	-6	3	6	2	-0.3	0	CC(=O)c1ccc(NC(=O)CN2C(=O)COc3ccc(Cl)cc32)cc1
21	-2	-3	6	-8	1	-12	-1.3	10	COc1ccc([N+](=O)[O-])cc1NC(=O)C(C)N1CCN(C(=O)c2ccco2)CC1 (configuration not stated)
3	10	-5	13	-11	1	7	1.0	13	Cc1nccn1-c1ccc(C(F)(F)F)cc1NC=O
/	-3	0	10	3	3	-6	/	2	CN(C)Cc1csc(Nc2ccc(C(F)(F)F)cn2)n1
2	7	1	8	-6	1	0	3.0	7	COc1ccc(CNC(=O)C[C@H]2C[C@H](C(=O)N(C(C)C)C(C)C)[C@@]3(C)c4[nH]c5cc(-c6ccco6)ccc5c4CCN3C2=O)cc1OC
-4	7	2	4	-2	1	2	0.2	9	CCOC(=O)c1[nH]c(CSc2nnc(-c3ccncc3)n2CCOC)c(C(=O)OCC)c1C
-1	-1	-1	4	-2	2	11	0.3	5	Cc1cnc(NC(=O)CSc2ncn(-c3ccccc3)n2)s1
3	-3	-1	-1	8	1	-3	-0.5	10	Cn1c(SCC(=O)c2ccc(F)cc2)nnc1-c1cnccn1
42	-10	6	-6	9	13	4	0.0	-2	COc1cccc(CN(C)C(=O)c2[nH]c(C)c(C(C)=O)c2C)c1OC
17	-6	-3	-4	14	-1	10	-1.1	-2	CSc1nnc(NC(=O)c2nc(S(=O)(=O)Cc3ccccc3F)ncc2Cl)s1
0	3	1	-1	-7	0	4	-1.1	3	COc1ccc(S(=O)(=O)N(C)C[C@@H]2OCc3cnnn3CCCC(=O)N([C@H](C)CO)C[C@H]2C)cc1
-15	-3	-3	4	14	0	-12	1.8	9	CCOC(=O)C1=C(O)C(=O)N(c2ccc(S(N)(=O)=O)cc2)C1c1ccc(OC)cc1 (configuration not stated)
9	-9	0	-3	3	4	-4	0.8	0	COc1cccc(COC(=O)C2CCN(S(=O)(=O)c3ccc(C)cc3)CC2)c1OC
5	0	3	2	-3	1	-6	-0.1	8	CCCCn1c(N)c(N(Cc2ccccc2OC)C(=O)CN2C(=O)NC(C)(c3ccccc3)C2=O)c(=O)[nH]c1=O (configuration not stated)

(more compounds)
CRFR2-BP antag	M5 PAM	CHRM5 agonist	M4 PAM	CHRM5 antagonist	M4 ag	CHRM4 antagonist	CRFBP-R2 agonist	CHRM1 PAM	molecule
10	-8	8	-2	5	8	-1	-2.9	-1	CCOC(=O)c1sc(=S)n(-c2ccccc2OC)c1N
14	-2	-2	-4	5	2	-5	-3.0	12	COC(=O)C1CN(C(=O)C(C)Oc2ccc(C(C)C)cc2)c2ccccc2O1 (configuration not stated)
-5	1	-2	-1	-7	0	9	0.8	7	CCCCOC(=O)C(C)Nc1n[nH]c(=O)[nH]c1=O (configuration not stated)
17	0	-3	-18	0	8	-10	-6.1	2	Cc1cc(C(=O)CSc2cccc[n+]2[O-])c(C)n1-c1ccc(OC(F)F)cc1
12	4	-3	13	4	0	-4	-0.9	7	CSc1nc2cc(F)c(F)cc2n1C
/	-9	-3	-3	1	-1	-8	/	/	CCCc1c(-c2ccc(Cl)cc2)ncn1Cc1ccccc1OC
9	-10	2	-3	20	3	26	4.4	-7	COc1ccc(-c2ccc3c(N)c(C(=O)c4ccc(OC)c(OC)c4)sc3n2)cc1
-9	-9	1	-2	0	14	8	-0.2	-2	COc1cccc(C(C(=O)Nc2ccc(F)cc2)N(C(=O)Cn2nnc3ccccc32)C2CC2)c1 (configuration not stated)
-26	-11	0	-16	8	5	5	-1.7	-4	COC(=O)N/N=C/c1cn(CCCOc2ccc(C)cc2)c2ccccc12
/	-10	8	-8	0	30	-14	/	-5	CNc1nc(NCCOc2ccccc2)c2sccc2n1
19	5	2	5	8	3	-7	-2.3	6	COc1ccc2cc(C(=O)C3CCCN(C(=O)Cc4c(C)noc4C)C3)ccc2c1 (configuration not stated)
-5	0	-2	-1	8	2	3	-2.3	12	COc1ccccc1N1CCN(c2cnccn2)CC1
-18	-2	-2	0	-1	0	-3	4.8	10	CCOc1ccc(NC(=O)c2ccccn2)cc1
/	-3	1	12	6	0	-5	/	13	CCCCOc1ccc(S(=O)(=O)NC(=O)C2(C)CCN2C(=O)CCc2ccccc2)cc1 (configuration not stated)
-7	-11	-17	-15	-5	11	-1	1.1	-20	COc1cc2c(cc1OC)CN(CCC(C)c1ccc(Cl)cc1)CC2 (configuration not stated)
-4	4	4	1	-11	2	2	-0.5	0	CCOc1ccccc1NC(=O)Cn1nnc(C(=O)NCc2cccs2)c1N
-5	-4	1	4	9	6	-5	0.2	9	Cc1ccc(S(=O)(=O)c2nc(-c3cccs3)oc2NCc2cccnc2)cc1
6	0	-1	15	-3	0	-1	-2.3	2	COC(=O)c1sc2nc(N3CCCCC3)c3c(c2c1N)CCCC3
8	-11	-8	-13	6	1	3	0.8	-17	CN1CCN(CC#CCC(O)(c2ccccc2)C2CCCC2)CC1 (configuration not stated)

From PubChem BioAssay
